Screens as filed in PubChem.
PfHsp40 rescue: restores yeast growth despite PfHsp40 toxicity | S. cerevisiae expressing PfHsp40, growth rescue, ATP luminescence | growth rescue, % at 12.5 µM | 340,000 tested, 0.68% active | AID 504582; in the data active = growth rescue above about 28%, passing the limit was not always enough; inconclusive = no clear call, values can overlap the other calls;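 note: yeast W303a lacking pdr1 and pdr3 grown in galactose medium; growth measured after three days at 30 °C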
PrPC TRFRET: inhibitors of human cell surface prion protein PrPC; inhibition, % at 13.8 µM; 370,000 tested, 0.43% active; TR-FRET read-out; in the data active = inhibition above about 24%; note: 0% = median of the test wells and 100% = reference compound wells
FadD28 FP inh: M. tuberculosis FadD28 bisubstrate binding inhibition; inhibition, % at 12.5 µM; AID 588549; FadD28 bisubstrate probe binding, fluorescence polarization; 360,000 tested, 0.22% active; in the data active = inhibition above about 8.5%, passing the limit was not always enough; inconclusive = no clear call, values can overlap the other calls
TcdB GH inh: blocks C. difficile toxin B glycohydrolase activity; P18177; TcdB glycohydrolase enzymatic assay, plate reader; inhibition, % at 9.99 µM; 350,000 tested, 0.24% active; in the data active = inhibition above about 10%
Anthrax LF inh2: anthrax lethal factor protease inhibition; P15917; multiplex microsphere protease cleavage assay, LF; inhibition, % at 10 µM; 360,000 tested, 0.12% active; note: plate controls were buffer without enzyme for full effect and enzyme alone for no effect
Target sequence (P15917 whole entry, looked up): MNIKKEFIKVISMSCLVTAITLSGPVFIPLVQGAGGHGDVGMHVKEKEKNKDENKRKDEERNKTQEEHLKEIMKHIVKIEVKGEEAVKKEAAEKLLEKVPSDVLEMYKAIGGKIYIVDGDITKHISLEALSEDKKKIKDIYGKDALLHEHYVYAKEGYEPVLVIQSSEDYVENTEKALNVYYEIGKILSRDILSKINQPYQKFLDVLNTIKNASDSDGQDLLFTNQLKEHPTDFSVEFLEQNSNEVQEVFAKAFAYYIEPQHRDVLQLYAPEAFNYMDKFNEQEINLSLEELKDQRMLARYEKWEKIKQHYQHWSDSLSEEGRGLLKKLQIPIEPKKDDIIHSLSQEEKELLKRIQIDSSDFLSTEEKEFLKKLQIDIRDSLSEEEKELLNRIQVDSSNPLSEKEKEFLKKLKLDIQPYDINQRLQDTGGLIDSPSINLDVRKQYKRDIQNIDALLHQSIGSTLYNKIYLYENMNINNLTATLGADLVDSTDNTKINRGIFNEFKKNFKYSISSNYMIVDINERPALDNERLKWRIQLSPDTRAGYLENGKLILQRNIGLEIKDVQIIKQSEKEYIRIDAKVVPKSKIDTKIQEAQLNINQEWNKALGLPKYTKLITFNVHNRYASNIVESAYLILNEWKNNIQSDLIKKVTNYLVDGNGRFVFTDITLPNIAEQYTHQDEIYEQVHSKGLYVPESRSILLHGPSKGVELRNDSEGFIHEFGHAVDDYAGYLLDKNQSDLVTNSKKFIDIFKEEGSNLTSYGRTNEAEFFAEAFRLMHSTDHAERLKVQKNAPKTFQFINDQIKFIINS
BoNT A protease: BoNT A light chain protease inhibition. inhibition, % at 10 µM. 360,000 tested, 0.17% active. multiplex microsphere protease substrate cleavage, flow cytometry; note: plate controls were buffer without enzyme for full effect and enzyme alone for no effect
BoNT F protease: inhibitors of Botulinum neurotoxin F light chain protease | Multiplex microsphere protease cleavage assay, flow cytometry | inhibition, % at 10 µM | 360,000 tested, 0.22% active | AID 588497; in the data active = inhibition above about 35%, passing the limit was not always enough; inconclusive = no clear call, values can overlap the other calls; note: plate controls were buffer without enzyme for full effect and enzyme alone for no effect
CCHFV vOTU inh: blocks the CCHF virus ovarian tumor domain protease | CCHFV vOTU protease, Pep-AMC fluorescence | inhibition, % at 11.5 µM | 370,000 tested, 0.55% active | AID 651958; in the data active = inhibition above about 30%; note: 0% = vehicle wells with enzyme and 100% = no enzyme wells
Y pestis TopoI: blocks Yersinia pestis topoisomerase I activity; Y. pestis Topo-I cleavage product accumulation, plate reader; activity, % at 10 µM; 360,000 tested, 0.064% active; AID 504884; in the data active = activity above about 50%, passing the limit was not always enough; inconclusive = no clear call, values can overlap the other calls; note: inactives centre near 2
* hit, by the source's call; ? = inconclusive; . = not tested or not shown. Cut-off read from the data, not from the text of the source, unless noted: active = inhibition above about 30%; inconclusive = no clear call, values can overlap the other calls; inactive = below that.

SMILES	PfHsp40 rescue	PrPC TRFRET	FadD28 FP inh	TcdB GH inh	Anthrax LF inh2	BoNT A protease	BoNT F protease	CCHFV vOTU inh	Y pestis TopoI
CC(=O)c1cccc(NC(=O)Nc2c(C)nn(C)c2C)c1	0.8	3	-3.5	.	-11	-1.9	-12	2	4
C=CCn1c(O)c(C=Nc2ccc(Cc3ccncc3)cc2)c(=O)[nH]c1=S	-0.6	-7	-3.6	.	0	0.1	3	-6	7
CCOC(=O)c1c(N)sc2c1CCCC2=O	0.6	9	-0.4	1.8	11	0.6	?	6	5
CC(C)(C)NC(=O)N1CCCN(c2ccc(C(F)(F)F)cn2)CC1	-0.6	2	-1.9	2.1	-18	-1.2	?	-15	-3
CCN(CC(=O)Nc1cccc(F)c1)Cc1nc2ccccc2c(=O)[nH]1	1.4	5	-1.8	1.6	-3	-0.8	0	5	5
O=C1CC(c2ccco2)Cc2nc(N3CCc4ccccc4C3)ncc21 (stereo not given)	-0.7	0	-0.7	.	0	-0.3	-7	-6	-6
Cn1cnnc1SCC(=O)NC(=O)NCc1ccccc1	-1.1	6	.	-0.4	-3	-2.6	-3	4	-4
Cc1ccc2c(c1)NP(=S)(Oc1ccccc1)N2 (stereo not given)	0.7	3	-2.8	0.7	0	0.1	-14	-2	-1
C=CCCC1(C)C(=O)N(c2ccccc2)c2ccccc21 (stereo not given)	-0.7	5	-1.5	.	-2	-1.7	-7	18	0
COc1ccccc1NC(=O)c1c(C)oc2c1CCCC2	0.2	3	0.0	.	-11	-0.9	0	1	15
CC(/C=N/NC(=O)c1cc(C(C)C)[nH]n1)=C\c1ccccc1	0.9	-4	-1.6	1.6	-1	0.2	-6	6	-4
CCOC(=O)c1cc(C)[nH]c(=O)c1C#N	-0.8	4	-0.3	-0.2	0	-1.2	17	-292	-1
O=C1Nc2ccc([N+](=O)[O-])cc2OC1CCN1CCCC1 (stereo not given)	-1.7	-7	-4.8	1.8	-3	0.6	-1	1	0
CCc1ccccc1OCC(=O)Nc1cccc(S(=O)(=O)NC2=NCCC2)c1	0.5	-4	-2.5	0.3	-5	-4.0	-9	6	17
Cc1ccc(/C=C/C(=O)OC(C)C(=O)Nc2ccc(Cl)cn2)o1 (stereo not given)	0.6	-2	-1.2	.	-1	0.8	2	-9	-4
CC(=O)Nc1cccc(S(C)(=O)=O)c1	0.8	-2	-1.1	3.4	-1	-0.5	-2	6	-9
CCOC(=O)C1(C)CCN1C(=O)c1ccc2ccccc2c1 (stereo not given)	.	-7	-2.2	1.8	2	-0.1	-1	21	1
COC(=O)c1cc2c(=O)c3ccccc3oc2nc1C	-0.1	-6	.	1.0	-12	-0.3	26	14	8
OC[C@@H]1CN(Cc2ccc(-c3ccccc3)cc2)C[C@H](n2cnc3c(NCc4ccc(F)cc4)ncnc32)O1	.	2	-2.3	-0.1	4	-0.1	-5	4	29
CCC(CC)c1nnc(NS(=O)(=O)Cc2ccccc2)s1	-0.9	-3	-3.2	.	-1	0.2	?	6	-2
COc1ccc(NC(=O)CN(C)CC(=O)NCC2CCCCC2)cc1	0.7	1	-3.1	1.2	-3	-2.6	7	0	-2
O=C(NCc1cccnc1)Nc1ccccc1Cl	0.1	6	.	2.6	1	1.6	9	-10	0
Cc1csc(SCc2ccc(C(=O)O)cc2)n1	2.3	-6	-3.0	.	-4	-0.6	1	-3	0
CCN1C(=O)C(C)S/C1=N\S(=O)(=O)c1ccc(F)cc1 (stereo not given)	4.0	1	1.1	.	5	-0.8	-3	-11	0
COc1ccccc1NC(=O)COC(=O)Cc1cccs1	-0.7	7	-2.2	-0.4	-1	-0.4	-4	0	4
Cc1ccc(NC(=O)Cn2cc(S(=O)(=O)c3ccc(F)cc3)c(=O)c3cc(F)ccc32)cc1	-1.1	-5	-2.9	-0.3	-10	-0.7	-10	-1	8
Cc1ccc(CC(=O)NCCS(=O)c2ccc(C)cc2)cc1 (stereo not given)	2.0	-2	-2.4	0.8	-1	1.8	-3	6	5
Cc1ccccc1C(=O)Oc1cc(N)n(S(=O)(=O)c2ccccc2)n1	-0.8	-3	-4.8	0.7	-2	-0.1	0	4	8
CCCCC1(CC)COC(c2ccccc2)OC1 (stereo not given)	.	7	-2.1	0.2	-6	0.2	2	-19	4
CC(C(=O)Nc1ccc2c(c1)OCCO2)N(C)Cc1c(F)cccc1Cl (stereo not given)	-0.8	-3	-2.2	2.8	6	-1.8	-5	5	35
O=C(C[n+]1cccc(C(=O)N/N=C/c2ccc(Br)cc2)c1)c1ccccc1	0.4	3	-1.7	1.1	-5	0.1	-3	8	-11
N#CCc1ccc(OC(=O)c2ccncc2)cc1	-1.0	-4	-1.5	1.2	0	-0.2	0	8	2
COc1ccccc1Nc1nc(N)nc(CN2CCOCC2)n1	1.5	6	-3.9	1.7	-11	-0.5	-12	15	3
O=C(N/N=C/c1ccc2c(c1)OCO2)/C(=C/c1ccc2c(c1)OCO2)NC(=O)c1ccccc1	-0.2	-5	0.1	.	.	.	.	6	1
CSc1ccccc1NC(=O)CN(C)C(=O)CCc1c[nH]c2ccccc12	1.0	12	1.1	0.7	-11	-0.4	3	3	-4
COc1ccc(C2SCC(=O)N2c2ccccc2)cc1 (stereo not given)	-0.5	-5	-0.6	0.2	-1	-1.0	0	15	9
Cc1ccc(-c2noc(CN(C(=O)c3cccc(Br)c3)C(C)C)n2)cc1	-0.4	-2	-0.7	1.5	-4	-0.3	3	8	-7
CCc1nc2ccc(C(=O)NCc3ccc4c(c3)OCO4)cn2c1N(CC)CCOC	.	5	-0.8	1.5	8	0.3	1	5	-2
CCOc1ccccc1N(CC(=O)NCCOC)C(=O)CCC(=O)Nc1ccccn1	1.3	-6	-2.7	0.4	-2	-0.7	-7	-8	-13
O=C(Cc1ccccc1F)Nc1ccccc1-c1ccccc1	0.4	9	-4.2	0.3	-2	-0.8	-6	7	12
O=C(Nc1ccccc1Br)C1CC(=O)N(c2ccc3c4c(cccc24)CC3)C1 (stereo not given)	7.7	-1	-1.6	-1.3	-1	-0.2	-2	-6	-7
Cc1ccc(-c2cc(C(=O)N3CC(C)CC(C)C3)c3ccccc3n2)o1 (stereo not given)	1.0	-2	-2.3	-0.4	4	0.6	-10	-25	11
O=C(c1ccc2c(c1)OCCCO2)N1CCCCC1	-1.5	-1	-5.1	0.5	-30	?	?	2	6
CCOC(=O)C1CCCN(Cc2ccc(OCc3ccccc3)c(OC)c2)C1 (stereo not given)	-0.6	5	-4.6	4.2	2	-1.0	-11	1	19
COc1ccc(/C=C/C(=O)OCC(=O)NC2CCCC2)cc1OC	3.8	1	-0.8	1.7	1	-0.4	-8	-11	-2
CC1(C)C[C@@H]1C(=O)N/C(=C\CCCCSC[C@H](N)C(=O)O)C(=O)O	1.4	8	-1.1	-2.2	-3	0.4	-3	12	0
O=S(=O)(NCCCc1ccccc1)c1ccccc1	0.7	3	-5.2	.	-3	0.5	3	-3	-2
Cc1cc(C)c2c(=O)n3c(nc2c1)C(C)NC(=O)c1cccnc1-3 (stereo not given)	.	0	-3.3	-0.9	-1	-1.1	-3	3	-6
CC1(C)CC(=O)C(C=Nc2ccccc2C(=O)O)=C(O)C1	-0.4	1	-0.2	1.5	-1	0.0	-6	-12	-11
CCN(CC)C(=O)[C@H]1CC(CC(=O)NC(C)(C)C)C(=O)N2CCc3c([nH]c4ccc(OC)cc34)[C@]12C (stereo not given in full)	0.7	-6	-1.4	0.9	-2	-0.1	-11	-4	12

Following part.
SMILES	PfHsp40 rescue	PrPC TRFRET	FadD28 FP inh	TcdB GH inh	Anthrax LF inh2	BoNT A protease	BoNT F protease	CCHFV vOTU inh	Y pestis TopoI
O=C(CN1C(=O)NC2(CCCCCC2)C1=O)NCc1ccc(F)cc1	-0.6	5	0.0	1.4	-4	-0.3	4	-14	5
CNC(=O)COC(=O)/C=C/c1c(C)nn(-c2ccccc2)c1C	-0.6	1	-1.6	1.7	-1	-1.1	-3	2	-1
COc1cccc(C2c3[nH]c4ccccc4c3CCN2Cc2cccn2-c2ncccn2)c1 (stereo not given)	-0.3	-5	-1.1	.	-2	-0.4	-6	0	-6
CC[C@@]1(C(=O)OC)N[C@H](CN(C)C(=O)c2ccc(F)cc2)[C@@H]2C(=O)N(Cc3ccccc3)C(=O)[C@@H]21	-0.1	6	-0.4	-2.2	-4	-0.3	-5	20	-3
COc1ccccc1OC(=O)CCN1c2ccccc2Sc2ccccc21	0.0	7	-1.4	.	-1	0.4	-3	7	-1
CC(C)Cn1ccc(=O)n(CC(C)C)c1=O	-1.6	-3	-2.6	.	-12	-0.5	-8	-12	-5
COc1ccc(CC2SC(=Nc3ccc(F)cc3)NC2=O)cc1 (stereo not given)	.	-6	-2.0	2.0	-4	-1.8	-8	-4	13
COc1ccc(NC(=O)C[C@H]2C(=O)N(c3ccc(OC)cc3)C[C@@H]2c2ccc(Br)cc2)cc1	.	-1	-2.5	0.8	6	0.2	-2	0	16
Cn1c(=O)c(-c2cc(Br)ccc2N)nc2ccccc21	2.0	-5	-1.1	.	1	1.1	-2	7	-7
Cc1cc(=O)oc(C)c1C(=O)NNC(=O)C1(C)CC1Br (stereo not given)	-1.8	8	-1.1	0.3	-13	3.5	?	0	-2
O=C(CN1C(=O)CSc2ccc(S(=O)(=O)N3CCCCC3)cc21)NCc1cccnc1	0.1	8	1.2	2.9	1	0.6	5	2	13
COc1ccc2c(c1)C(=O)N(c1ccccc1)C(=O)C2	-0.2	-1	-0.3	.	-2	1.0	5	8	-9
CCOC(=O)[C@]12CCCC=C1N(Cc1ccc3c(c1)OCO3)C(=O)[C@H](CC(=O)N1CCCCC1)C2	.	0	.	0.2	-2	-0.7	-12	12	.
Cc1nnc2ccc(-c3cccc(NC(=O)c4ccc(Br)o4)c3)nn12	0.5	-18	-3.3	0.8	-1	-0.1	-9	4	6
COc1ccc(NC(=O)c2cc([N+](=O)[O-])ccc2N2CCNCC2)cc1	-1.0	-16	-1.3	-0.5	-2	-2.0	-12	-6	2

5 records picked at random from those above, as already listed:
SMILES	PfHsp40 rescue	PrPC TRFRET	FadD28 FP inh	TcdB GH inh	Anthrax LF inh2	BoNT A protease	BoNT F protease	CCHFV vOTU inh	Y pestis TopoI
COc1ccc(NC(=O)c2cc([N+](=O)[O-])ccc2N2CCNCC2)cc1	-1.0	-16	-1.3	-0.5	-2	-2.0	-12	-6	2
CCOC(=O)[C@]12CCCC=C1N(Cc1ccc3c(c1)OCO3)C(=O)[C@H](CC(=O)N1CCCCC1)C2	.	0	.	0.2	-2	-0.7	-12	12	.
Cc1nnc2ccc(-c3cccc(NC(=O)c4ccc(Br)o4)c3)nn12	0.5	-18	-3.3	0.8	-1	-0.1	-9	4	6
O=C(CN1C(=O)CSc2ccc(S(=O)(=O)N3CCCCC3)cc21)NCc1cccnc1	0.1	8	1.2	2.9	1	0.6	5	2	13
COc1ccc2c(c1)C(=O)N(c1ccccc1)C(=O)C2	-0.2	-1	-0.3	.	-2	1.0	5	8	-9

Another view of four compounds above.
mol | PfHsp40 rescue | PrPC TRFRET | FadD28 FP inh | TcdB GH inh | Anthrax LF inh2 | BoNT A protease | BoNT F protease | CCHFV vOTU inh | Y pestis TopoI
COc1ccc2c(c1)C(=O)N(c1ccccc1)C(=O)C2 | -0.2 | -1 | -0.3 | . | -2 | 1.0 | 5 | 8 | -9
CCOC(=O)[C@]12CCCC=C1N(Cc1ccc3c(c1)OCO3)C(=O)[C@H](CC(=O)N1CCCCC1)C2 | . | 0 | . | 0.2 | -2 | -0.7 | -12 | 12 | .
Cc1nnc2ccc(-c3cccc(NC(=O)c4ccc(Br)o4)c3)nn12 | 0.5 | -18 | -3.3 | 0.8 | -1 | -0.1 | -9 | 4 | 6
COc1ccc(NC(=O)c2cc([N+](=O)[O-])ccc2N2CCNCC2)cc1 | -1.0 | -16 | -1.3 | -0.5 | -2 | -2.0 | -12 | -6 | 2
